# DSG3 Ab inh = inhibitors of pemphigus antibody binding to DSG3, primary screen, biochemical, bead-based, flow cytometry, scFv-GFP; AID 588358, 2011; Desmoglein-3 (Homo sapiens), P32926; DSG3-coupled beads, scFv-anti-DSG3-GFP binding; active compounds read low; binding (percent of control), % at 10 µM; 310,000 compounds, 0.48% hits;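 active means binding more than 3 SD below its plate's average and above zero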;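 further: hits lower antibody fragment binding to DSG3; some compounds called inactive have numbers as strong as hits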
# RTF Ca sens act = cardiac RTF calcium sensitivity activators, primary screen, biochemical, IANBD-TnC fluorescence, EC20 calcium. Troponin I, cardiac muscle (Homo sapiens) + Troponin T, cardiac muscle (Homo sapiens) + …. IANBD-labeled TnC RTF fluorescence at EC20 calcium; 0% EC20 calcium, 100% full calcium. activation, % at 7.2 µM. 340,000 compounds, 0.24% hits. AID 493008, 2010;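 active means activation above the mean over all tested compounds plus 3 SD, cut at about 30% in these data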;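 further: rise in fluorescence read as greater calcium sensitivity of cardiac thin filaments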
# V-ATPase pH = regulators of yeast V-ATPase proton pumping, primary screen, pHLuorin cytosolic pH fluorescence; 350,000 compounds, 0.37% hits; response, % at 10 µM; AID 504577, 2011; S. cerevisiae; in the data active means response mostly above about 7.3%, no sharp cut-off; inactive means mostly below about 5.4%; further: actives read high; inactives centre near 0; some compounds called inactive have numbers as strong as hits; reference of the scale not given here
# C-LANA FP = inhibitors of KSHV C-LANA binding to DNA, primary screen, biochemical, fluorescence polarization, FAM-LBS DNA, MBP-C-LANA, single point; 340,000 compounds, 0.078% hits; AID 504423, 2011; Kaposi's sarcoma herpesvirus LANA C-terminal domain (residues 932-1162) DNA binding; inhibition, % at 9 µM;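 active means highest replicate inhibition at or above 60% at 9 µM, even if other replicates fall short; inactive means all replicates below 60% inhibition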;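 further: 0% = neutral control wells and 100% = 4 µM acridine orange control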
# RTF Ca sens inh = cardiac RTF calcium sensitivity inhibitors, primary screen, biochemical, IANBD-TnC fluorescence, EC70 calcium; IANBD-labeled cardiac RTF, Ca2+ fluorescence; inhibition, % at 7.15 µM; Troponin I, cardiac muscle (Homo sapiens) + Troponin T, cardiac muscle (Homo sapiens) + …; 340,000 compounds, 0.12% hits;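 active means inhibition above the mean inhibition of all tested compounds plus 3 SD, cut at about 17% in these data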;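 further: assay run at fixed EC70 calcium of 1.6 mM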
# OPRM1-OPRD1 inv = inverse agonists of MOR-DOR heterodimerization, primary screen, cell-based, luminescence; Mu-type opioid receptor (Homo sapiens) + Delta-type opioid receptor (Homo sapiens), …; cell-based MOR-DOR heterodimer luminescence, inverse agonism; inhibition, % at 9.3 µM; 340,000 compounds, 0.21% hits; in the data active means inhibition above about 22%, passing the limit was not always enough;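 further: 0% = cells with DMSO and 100% = wells without cells with DMSO; values of inactives mirror those of a sister screen read the other way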
# Keap1-Nrf2 PPI = Keap1-Nrf2 protein-protein interaction inhibitors, primary screen, biochemical, fluorescence polarization, single point. Keap1 Kelch-Nrf2 peptide fluorescence polarization, 1536-well. Kelch-like ECH-associated protein 1 (Homo sapiens), Q14145. 340,000 compounds, 0.15% hits. inhibition, % at 9.4 µM. AID 504523, 2011; in the data active means inhibition above about 12%;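 further: human Keap1 Kelch domain with fluorescein labeled Nrf2 9mer peptide probe; 0% = neutral control wells and 100% = peptide positive control; higher means more block of Keap1 binding to Nrf2 peptide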
# Target sequence (Q14145 whole entry, looked up, the tested form may be a part): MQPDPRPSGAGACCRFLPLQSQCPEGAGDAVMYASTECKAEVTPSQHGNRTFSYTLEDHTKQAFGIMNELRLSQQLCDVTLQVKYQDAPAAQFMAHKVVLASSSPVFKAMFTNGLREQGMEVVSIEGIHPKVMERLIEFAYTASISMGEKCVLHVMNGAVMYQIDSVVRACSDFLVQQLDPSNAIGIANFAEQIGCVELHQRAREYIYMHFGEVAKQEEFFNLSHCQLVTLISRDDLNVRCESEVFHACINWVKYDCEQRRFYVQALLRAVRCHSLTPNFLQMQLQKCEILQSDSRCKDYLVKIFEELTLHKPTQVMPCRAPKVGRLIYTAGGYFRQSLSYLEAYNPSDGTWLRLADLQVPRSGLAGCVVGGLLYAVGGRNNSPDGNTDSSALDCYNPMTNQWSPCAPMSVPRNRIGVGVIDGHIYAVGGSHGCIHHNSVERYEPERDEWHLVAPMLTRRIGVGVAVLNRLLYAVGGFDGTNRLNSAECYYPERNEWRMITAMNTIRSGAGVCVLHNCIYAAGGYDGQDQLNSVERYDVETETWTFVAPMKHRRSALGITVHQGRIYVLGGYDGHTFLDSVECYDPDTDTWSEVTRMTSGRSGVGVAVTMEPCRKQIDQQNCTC
# Wnt bcat act = Wnt/beta-catenin pathway activators, primary screen, cell-based, plate reader, single point; 300,000 compounds, 1.2% hits; activation, % at 9.35 µM; Wnt/beta-catenin reporter cell assay, activator; in the data active means activation above about 30%, passing the limit was not always enough;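 further: 0% = neutral control wells and 100% = positive control wells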
# Arrestin-AP2 inh = inhibitors of beta-arrestin/AP2 binding, primary screen, biochemical, GPCR trafficking, flow cytometry | beta-arrestin 1 C-terminal peptide binding to AP2 beta2-adaptin appendage (human) | FITC-arrestin peptide / GST-AP2 beads; AP2 beta2 appendage carries R879A mutation | inhibition, % at 10 µM | 340,000 compounds, 0.31% hits | AID 504490, 2011;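 active means inhibition above a set limit, near 3 SD of compounds lacking own fluorescence, cut at about 54% in these data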;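 further: plate controls were DMSO wells for no effect and 5 µM unlabelled arrestin peptide for full effect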
#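 System: GST-tagged AP2 beta2-adaptin appendage (R879A) on 4 µm glutathione beads / Reagent: FITC-arrestin peptide, 50 nM / Detection: HyperCyt-sampled flow cytometry, FL1 channel, ex 488/em 535 nm / Timing: 12 min plus 1 h, RT / Buffer or medium: PBS plus Tween 20 (0.05%) and BSA (0.1%)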
# OPRM1-OPRD1 ag = agonists of OPRM1-OPRD1 heterodimerization, primary screen, cell-based, luminescence. 340,000 compounds, 0.3% hits. AID 504326, 2011. cells. activation, % at 9.3 µM. Mu-type opioid receptor (Homo sapiens) + Delta-type opioid receptor (Homo sapiens), …; in the data active means activation above about 18%;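 further: 0% = vehicle-treated cells and 100% = reference agonist; values of inactives mirror those of a sister screen read the other way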
# * = called active by the depositor; nt = not tested or not shown.
no.	SMILES	DSG3 Ab inh	RTF Ca sens act	V-ATPase pH	RTF Ca sens inh	Arrestin-AP2 inh	OPRM1-OPRD1 inv	OPRM1-OPRD1 ag	Keap1-Nrf2 PPI	C-LANA FP	Wnt bcat act
1	Cc1ccc(NC(=O)C2CCN(c3cnccn3)CC2)cc1	103	6	0	-7	4	9	-1.9	-3	0.6	-1
2	CCN1C(=O)CS/C1=N\S(=O)(=O)c1ccccc1	92	5	3	2	-11	7	-1.3	-1	1.4	0
3	N=c1n(CCN2CCCCC2)c2ccccc2n1CC(O)c1ccc(Cl)c(Cl)c1 (stereo not drawn)	114	1	4	-3	7	nt	nt	2	0.2	-7
4	COc1ccc(C(CCNCc2ccc(OC(C)C)cc2)c2ccccc2OC)cc1 (stereo not drawn)	115	-2	-2	-1	-3	-39	8.4	-1	-0.7	-12
5	Oc1csc(Cc2nc(-c3ccc(-c4ccccc4)cc3)cs2)n1	85	-2	-1	-9	12	-3	0.5	-1	-2.1	nt
6	CCOC(=O)c1ccc(CNS(=O)(=O)c2c(C)ccc3nsnc23)o1	103	-2	3	0	-4	14	-2.4	4	0.7	nt
7	CC(C)[C@H](N)c1nnc(SCc2ccc(Cl)cc2)o1	98	4	0	-4	-3	8	-1.6	8	1.8	9
8	COc1cccc(NC(=O)CN(C)S(=O)(=O)c2ccc3c(c2)NC(=O)CS3)c1	127	-4	12	-3	-3	16	-3.2	-3	-0.2	-2
9	COC(=O)/C(=C\c1c[nH]c2ccccc12)NC(C)=O	98	2	1	0	30	6	-1.1	3	0.1	-13
10	COc1cc(/C=C2/SC(=S)N(C)C2=O)ccc1OC(=O)c1ccco1	81	15	-3	-1	-6	-1	0.1	0	-4.8	4
11	Cc1c(C(=O)OCC(=O)c2c(N)n(CC(C)C)c(=O)n(C)c2=O)oc2ccccc12	102	2	0	-4	-15	4	-0.8	-2	1.9	-10
12	O=C(CCCc1ccccc1)Nc1cccc(C(=O)O)c1	95	2	-1	-4	-2	14	-2.8	-4	0.3	-2
13	O=C(O)CC1S/C(=N/N=C/c2ccc(Br)cc2)N(c2ccccc2)C1=O (stereo not drawn)	98	4	0	-5	-2	15	-3.1	-4	-0.3	-7
14	O=C(c1cccc(F)c1)N1CCN(c2cccc(Cl)c2)CC1	102	-3	2	2	7	5	-0.9	2	-0.1	nt
15	COc1cc(S(=O)(=O)NC2CCCCC2C)ccc1Cl (stereo not drawn)	96	1	-2	-8	26	-10	2.2	-1	0.0	nt
16	COc1ccc(OC)c(S(=O)(=O)NCc2cccnc2)c1	101	-5	3	-4	2	1	-0.2	-2	0.0	nt
17	Cc1ccc2c(c1)N(CC(=O)OC(CC(C)C)C(=O)NC1CCCC1)C(=O)CO2 (stereo not drawn)	100	8	3	-1	-3	7	-1.2	-3	-0.1	nt
18	COc1cc(S(=O)(=O)NC2CCCCC2C)ccc1-n1cnnn1 (stereo not drawn)	82	4	1	-9	26	6	-1.3	-4	-2.4	-2
19	NC(=S)NN=C1c2ccccc2-c2cc(Br)ccc21	92	4	0	-1	-4	2	-0.5	-4	-0.7	0
20	CCOC(=O)c1ccc(Oc2nc(NC)nc(Nc3ccccc3)n2)cc1	97	0	7	-3	-3	-10	2.0	3	2.1	nt
21	C/C(=N\OCC(=O)Nc1ccc(F)c(F)c1F)c1cc2ccccc2o1	85	-4	1	-21	-5	12	-2.3	-3	-1.1	3
22	CCNc1nc2cccnc2s1	95	3	-1	3	48	9	-1.7	-1	1.2	6
23	CCOC(=O)CN(C(=O)c1snc(C(N)=O)c1N)C(C(=O)NC1CCCCC1)c1ccc(F)cc1 (stereo not drawn)	103	-8	2	-1	15	5	-1.0	-6	-3.8	1
24	O=C(Nc1ccccc1)C1CCCN1S(=O)(=O)c1cccs1 (stereo not drawn)	125	1	9	-6	8	-4	0.6	-1	-1.3	0
25	O=C(NCc1nnc(SCc2ccc(C(F)(F)F)cc2)n1-c1ccccc1)C12CC3CC(CC(C3)C1)C2	96	4	-5	-9	-16	-7	1.3	-3	-1.9	-3

# Remaining list, next part
no.	SMILES	DSG3 Ab inh	RTF Ca sens act	V-ATPase pH	RTF Ca sens inh	Arrestin-AP2 inh	OPRM1-OPRD1 inv	OPRM1-OPRD1 ag	Keap1-Nrf2 PPI	C-LANA FP	Wnt bcat act
26	O=C(O)c1ccc(/C=N/Nc2ccc(Cl)nn2)cc1	94	-5	2	-3	7	9	-1.6	-3	1.5	-1
27	C=CCC[C@@H](Cc1ccc(F)cc1)C(=O)OC[C@H](C)NC(=O)[C@@H](CC=C)CC(=O)N(CCO)Cc1ccccc1	88	-9	2	9	-5	1	-0.2	-4	-0.7	-2
28	Cc1ccccc1NC(=O)CCc1c(C)nn(-c2ccc(N3CCOCC3)nn2)c1C	nt	3	0	-8	8	-7	1.3	-5	2.4	1
29	CC(NC(=O)Cn1cccc1)c1ccccc1 (stereo not drawn)	93	0	-3	-5	3	17	-3.8	-8	-2.9	3
30	O=C(NNC(=O)c1ccccc1Br)c1cccc(Cl)c1	97	1	-6	-4	14	-2	0.5	0	0.3	18
31	Cc1onc(-c2ccccc2Cl)c1C(=O)N(C)Cc1ccccc1	98	-3	0	4	-2	20	-4.3	0	-0.7	-1
32	O=C(CCCN=C1NS(=O)(=O)c2ccccc21)Nc1ccc(Cl)cc1	92	3	2	-5	14	-2	0.6	-2	-0.6	0
33	Cc1cc(NC(=O)CN(C)CC(=O)Nc2ccc(Cl)c(C(F)(F)F)c2)no1	nt	-2	1	8	12	-13	3.1	-2	0.2	-6
34	C[C@@H](C(=O)Nc1cccc(S(=O)(=O)N2CCOCC2)c1)N1C(=O)C2CC=CCC2C1=O (stereo partly drawn)	101	-2	0	-1	13	13	-2.6	3	0.2	0
35	CN(CC(=O)NC1CCCC1)S(=O)(=O)c1cnc[nH]1	98	-6	-1	-6	15	16	-2.9	0	-0.7	-2
36	Cc1nn(-c2ccccc2)c2sc(C(=O)N3CCOCC3)cc12	109	13	1	-6	-6	0	-0.1	-4	-0.1	nt
37	CC(NC(=O)COC(=O)c1cc2ccccc2cc1O)c1ccccc1 (stereo not drawn)	108	-12	0	-3	8	-14	2.3	-3	0.5	-1
38	CCOC(=O)c1sc2nc[nH]c(=O)c2c1C	111	1	-50	7	-62	15	-2.5	3	-1.3	nt
39	CCOC(=O)c1ccc(Cn2c(-c3ccccc3)nnc2-c2ccccc2)o1	111	-4	-1	2	-12	-54	12	1	-0.2	nt
40	Cc1ccc(NNc2c(C)nc3ccccc3nc2=O)cc1	102	nt	0	nt	17	nt	nt	-4	0.6	0
41	O=S(=O)(c1ccc(SCc2ccccc2)nc1)N1CCCCC1	104	2	0	3	39	6	-1.7	-2	1.0	-2
42	CCc1nc2ccc(C(=O)N3CCN(c4ccccc4)CC3)cc2nc1CC	109	-2	0	5	9	19	-3.7	-2	-0.2	-1
43	N#Cc1c(-n2cccc2)cccc1-n1cccc1	99	-7	-1	-6	21	7	-1.4	2	-0.4	nt
44	Cc1ccc(-c2csc(NC(=O)c3ccc(Br)cc3)c2C(=O)O)cc1	93	0	1	1	-1	13	-2.6	-3	2.6	16
45	COc1ccc(-c2cc(C(=O)NCC(c3ccccc3)N(C)C)c3ccccc3n2)cc1OC (stereo not drawn)	103	-1	1	-4	15	-63	11	-6	-2.4	-2
46	COc1cccc(C(=O)N2CCC(n3nccc3NC(=O)C3CCOC3)CC2)c1 (stereo not drawn)	109	2	-6	4	23	19	-5.9	5	-1.1	-1
47	CCCOc1ccc(C2CC(=O)NC2=O)cc1 (stereo not drawn)	102	-1	0	7	0	18	-3.7	2	-1.7	1
48	O=Cc1ccc(N2CCCC2)c([N+](=O)[O-])c1	100	8	-2	-11	-10	8	-1.5	-1	0.0	-1
49	CCC(=O)NNC(=O)CCC(=O)Nc1ccc(C)cc1C	101	-1	0	4	-15	9	-1.6	1	-0.7	-7
50	CC(=O)Nc1cccc(-n2nnc(SCC(N)=O)n2)c1	110	-1	1	-8	39	3	-0.7	0	0.5	-1

# Following part
no.	SMILES	DSG3 Ab inh	RTF Ca sens act	V-ATPase pH	RTF Ca sens inh	Arrestin-AP2 inh	OPRM1-OPRD1 inv	OPRM1-OPRD1 ag	Keap1-Nrf2 PPI	C-LANA FP	Wnt bcat act
51	C/C(=N\NC(=O)c1ccncc1)C12CC3CC(CC(C3)C1)C2	97	-6	-1	-4	2	6	-1.0	-1	-0.9	nt
52	O=C1NC(=S)N/C1=C/c1ccc2ccccc2c1	95	-8	-2	-2	28	-7	1.4	-4	-1.3	5
53	Cc1ccccc1NC(=O)c1ccc2nccnc2c1	109	2	2	10	24	0	0.0	-1	-0.8	3
54	Cc1cccc(OCC(=O)Nc2ccncc2)c1	114	-5	-6	-3	6	17	-3.2	0	0.6	-1
55	CC(=O)Nc1ccc(-c2csc(NC(C)c3ccccc3)n2)cc1 (stereo not drawn)	95	9	0	-6	-11	2	-0.4	-4	1.7	-1
56	CCN1CCN(C(c2cc3cccc(C)c3[nH]c2=O)c2nnnn2Cc2ccccc2)CC1 (stereo not drawn)	nt	2	10	-3	9	1	-0.3	-5	0.1	nt
57	CC1CN(C(=O)c2cccn(Cc3c(Cl)cccc3Cl)c2=O)CC(C)O1 (stereo not drawn)	102	-1	0	-2	-5	18	-3.9	-3	4.0	-3
58	Cn1nc(C(=O)NC(C)(C)C)c2ccccc21	86	8	-4	4	3	14	-2.4	-2	-2.9	-2
59	CC(=O)c1ccc(S(=O)(=O)N(CCCO)Cc2cc3cc4c(cc3[nH]c2=O)OCCO4)cc1	95	-9	-4	-17	7	5	-1.0	1	-0.1	1
60	COc1ccc(S(=O)(=O)Nc2nnc(Cc3ccc(OC)c(OC)c3)s2)cc1	100	1	-5	-7	5	11	-2.1	2	1.4	-1
61	COc1cc(CN2CCCC(C(=O)N3CCc4ccccc4C3)C2)cc(OC)c1OC (stereo not drawn)	94	1	-2	-1	12	6	-1.1	4	0.4	-1
62	CC(=O)c1ccc(OCCCC(=O)n2nnc3ccccc32)cc1	103	7	-4	-13	1	10	-1.9	-9	0.7	-4

# Compound activity: PubChem, several laboratories
